Assay outcomes: PubChem, Southern Research Specialized Biocontainment Screening Center
PhoP GFP inhibition: PhoP regulon inhibitors, Salmonella typhi PhoP promoter GFP reporter, confirmatory (AID 1850); Salmonella Typhi PhoP-promoter GFP reporter, fluorescence, 4 h; higher % means a stronger effect; one-dose inhibition, % at 50 µM; IC50 in µM for titrated hits; 310,000 tested, 0.33% active; in the data active means a potency from the dose series; inconclusive means inhibition mostly from about 25% at the one dose, without a potency; inactive means the rest, 99 in 100 with inhibition below about 19%;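 further: 0% = induced wells with vehicle and 100% = uninduced wells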
M. tuberculosis: growth inhibition of non-replicating M. tuberculosis (AID 488890) | Mycobacterium tuberculosis non-replicating, growth inhibition; higher % means a stronger effect | inhibition, % at 25 µM; hits with a dose series show IC50 in µM | 320,000 tested, 0.39% active; in the data active means a potency from the dose series; inconclusive means inhibition mostly from about 82% at the one dose, without a potency; inactive means the rest, 99 in 100 with inhibition below about 76%;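 further: plate controls were DMSO cells for no effect and high antibiotic wells for full effect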
H37Rv inhibition: M. tuberculosis growth inhibition, HTS (AID 449762); M. tuberculosis H37Rv growth inhibition, 7H9 media; higher % means a stronger effect; inhibition, % at 25 µM; hits with a dose series show IC50 in µM; 330,000 tested, 0.59% active; in the data active means a potency from the dose series; inconclusive means inhibition above about 70% without an active follow-up result;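 further: bacterial growth assessed after seven days of incubation; strong numbers were not always called active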
VEEV TC-83 Vero: inhibitors of VEEV TC-83 cytopathic effect, confirmation, Vero cells (AID 588727); inhibition, % at 20 µM, or IC50 in µM where a hit was titrated; Vero cells, VEEV TC-83 cytopathic effect inhibition; higher % means a stronger effect; 350,000 tested, 0.13% active; in the data active means a potency from the dose series; inconclusive means inhibition mostly from about 14% at the one dose, without a potency; inactive means the rest, 99 in 100 with inhibition below about 12%; further: strong numbers were not always called active
influenza NS1A: NS1A inhibition, H1N1 influenza, cell based functional assay (AID 504329) | inhibition, % at 12.5 µM, or IC50 in µM where a hit was titrated | 340,000 tested, 0.3% active | NS1A functional cell-based assay, percent inhibition; higher % means a stronger effect; in the data active means a potency from the dose series; inconclusive means inhibition above about 27% without an active follow-up result; further: strong numbers were not always called active
VEEV TC-83 Vero 10K pilot screen: second read-out of VEEV TC-83 Vero, no call of its own (marks repeat the call); inhibition, %; measured here: 10K pilot screen inhibition
* marks the source's active call; other numbers are inactive results. Compounds as they come. Share with any hit: about 1.6%.

What do the screens show for `COc1ccc(NS(=O)(=O)c2ccc(OC)c(NC(=O)CCC3CCCCC3)c2)cc1`?
PhoP GFP inhibition: -5%; M. tuberculosis: -6%; H37Rv inhibition: -9%; VEEV TC-83 Vero: inactive; influenza NS1A: -4%

How did COC(=O)c1cc(S(=O)(=O)N2CCCCC2)c[nH]1 do in these assays?
PhoP GFP inhibition: -4%; M. tuberculosis: -5%; H37Rv inhibition: 0%; VEEV TC-83 Vero: 0.3%; influenza NS1A: 0%

Results for COc1ccc(Cl)cc1NC(=O)CN(C)C(=O)C1CC1 ?
M. tuberculosis: -8%; H37Rv inhibition: 1%; VEEV TC-83 Vero: inactive; influenza NS1A: -2%

What do the screens show for `COC(=O)c1ccc(CSc2nnc(-c3ccncc3)n2Cc2ccccc2)o1`?
PhoP GFP inhibition: -9%; M. tuberculosis: 13%; H37Rv inhibition: -7%; VEEV TC-83 Vero: 2.7%; influenza NS1A: 1%; VEEV TC-83 Vero 10K pilot screen: 0.9

What do the screens show for `COc1cccc(CN2CCN(Cc3ccc(O)c(OC)c3)CC2CCO)c1` (centres undefined)?
PhoP GFP inhibition: -8%; M. tuberculosis: 18%; H37Rv inhibition: -9%; VEEV TC-83 Vero: 1.8%; influenza NS1A: -5%

What do the screens show for `COc1ccc(C)cc1NS(=O)(=O)c1cc(C)ccc1C`?
PhoP GFP inhibition: 1%; M. tuberculosis: -1%; H37Rv inhibition: -8%; VEEV TC-83 Vero: 0.2%; influenza NS1A: 5%

Results for CCOc1ccc(NC(=O)CSc2nnc(-c3ccncc3)n2CC2CCCO2)cc1 (centres undefined) ?
PhoP GFP inhibition: 0%; M. tuberculosis: -2%; H37Rv inhibition: -3%; VEEV TC-83 Vero: 1.4%; influenza NS1A: -7%

How did CC(=O)Nc1ccc(NC(=O)C(Sc2ccccc2)c2ccccc2)cc1 (centres undefined) do in these assays?
PhoP GFP inhibition: -6%; M. tuberculosis: 2%; H37Rv inhibition: -1%; VEEV TC-83 Vero: 0.2%; influenza NS1A: -17%

What do the screens show for `COc1ccc(CNC(=O)CCSCc2ccc(C)cc2)cc1`?
PhoP GFP inhibition: 0%; M. tuberculosis: inconclusive; H37Rv inhibition: 7%; VEEV TC-83 Vero: 1.2%; influenza NS1A: -3%

Results for COc1cc(C#Cc2c(-c3cncn3C)n(C)c3ccc(-c4cc(OC)c(OC)c(OC)c4)cc23)cc(OC)c1 ?
M. tuberculosis: 55%; H37Rv inhibition: inconclusive; VEEV TC-83 Vero: 9.5%; influenza NS1A: 4%

Results for Nc1nc(NCC2CCCO2)nc(Nc2cccc(F)c2)c1[N+](=O)[O-] (centres undefined) ?
PhoP GFP inhibition: -4%; M. tuberculosis: -20%; H37Rv inhibition: 2%; VEEV TC-83 Vero: 2.6%; influenza NS1A: 1%

How did CCC1(C(=O)OC)NC(c2ccccc2OC)C2C(=O)N(C)C(=O)C21 (centres undefined) do in these assays?
PhoP GFP inhibition: 4%; M. tuberculosis: 10%; H37Rv inhibition: 2%; VEEV TC-83 Vero: 1.4%; influenza NS1A: 3%

Results for Cc1ccc(S(=O)(=O)N2CCCC2CNC(=O)c2ccc3c(c2)OCO3)cc1 (centres undefined) ?
PhoP GFP inhibition: 4%; M. tuberculosis: 15%; H37Rv inhibition: 0%; VEEV TC-83 Vero: 1.1%; influenza NS1A: -8%

What do the screens show for `COc1ccc(CN2CCNC(=O)C2CC(=O)N2CCCN(C(C)=O)CC2)c(OC)c1` (centres undefined)?
PhoP GFP inhibition: 0%; M. tuberculosis: 3%; H37Rv inhibition: 2%; VEEV TC-83 Vero: 0.5%; influenza NS1A: -9%

How did CC(C)c1cc(C(F)(F)F)n2nc(C(=O)O)cc2n1 do in these assays?
PhoP GFP inhibition: 0%; M. tuberculosis: 2%; H37Rv inhibition: -3%; VEEV TC-83 Vero: 1.5%; influenza NS1A: 0%

How did CCc1ccccc1NC(=O)Cn1cccc1C1=NC(c2ccccc2)CO1 (centres undefined) do in these assays?
PhoP GFP inhibition: -5%; M. tuberculosis: -16%; H37Rv inhibition: -1%; VEEV TC-83 Vero: inactive; influenza NS1A: -3%

What do the screens show for `COc1cc(C(=O)O/N=C(\N)c2ccc([N+](=O)[O-])cc2)cc(OC)c1OC`?
PhoP GFP inhibition: -9%; M. tuberculosis: 42%; H37Rv inhibition: 9%; VEEV TC-83 Vero: 0.5%; influenza NS1A: 1%

How did Cc1cccc(NC(=O)CCS(=O)(=O)c2ccc(Cl)cc2)c1 do in these assays?
PhoP GFP inhibition: 3%; M. tuberculosis: -4%; H37Rv inhibition: -2%; VEEV TC-83 Vero: 1.0%; influenza NS1A: -3%

Results for O=C(NNS(=O)(=O)c1ccc(F)cc1)C1CCN(Cc2cccc(F)c2)CC1 ?
PhoP GFP inhibition: 13%; M. tuberculosis: -9%; H37Rv inhibition: 0%; VEEV TC-83 Vero: 0.6%; influenza NS1A: -4%

What do the screens show for `O=C(Nc1ncccc1O)c1cccc(S(=O)(=O)N2CCc3ccccc32)c1`?
PhoP GFP inhibition: -2%; M. tuberculosis: 18%; H37Rv inhibition: -3%; VEEV TC-83 Vero: 2.0%; influenza NS1A: 9%

What do the screens show for `CCn1c(O)c(N=NC(=O)c2cccc(S(=O)(=O)N3CCCCC3)c2)c2ccccc21`?
PhoP GFP inhibition: -4%; M. tuberculosis: 65%; H37Rv inhibition: 11%; VEEV TC-83 Vero: 4.8%; influenza NS1A: 6%

What do the screens show for `O=C(COC(=O)c1ccc(F)cc1)NCCCc1ccccc1`?
PhoP GFP inhibition: -8%; M. tuberculosis: 48%; H37Rv inhibition: 4%; VEEV TC-83 Vero: 0.8%; influenza NS1A: -4%

Results for CC(C)c1nc(CNC(=O)CC2C(=O)NCCN2Cc2ccoc2)cs1 (centres undefined) ?
PhoP GFP inhibition: 2%; M. tuberculosis: -5%; H37Rv inhibition: -8%; VEEV TC-83 Vero: 0.7%; influenza NS1A: -7%

What do the screens show for `COc1ccc(/C=C/C(=O)O)cc1Cl`?
PhoP GFP inhibition: -2%; M. tuberculosis: 14%; H37Rv inhibition: -3%; VEEV TC-83 Vero: 0.4%; influenza NS1A: -13%

Results for CC/S(=N\S(=O)(=O)c1ccc(C)cc1)c1ccccc1 (centres undefined) ?
PhoP GFP inhibition: 7%; M. tuberculosis: -14%; H37Rv inhibition: -2%; VEEV TC-83 Vero: 0.2%; influenza NS1A: -3%

Results for Cc1cc(-c2ccccc2)nc(N(C)NC(=O)C(C)(C)C)c1S(C)(=O)=O ?
PhoP GFP inhibition: 1%; M. tuberculosis: -3%; H37Rv inhibition: -9%; VEEV TC-83 Vero: 3.0%; influenza NS1A: 14%

Results for COc1ccc(Cl)cc1NC(=O)C1Cc2ccccc2CN1S(C)(=O)=O (centres undefined) ?
PhoP GFP inhibition: 7%; M. tuberculosis: 18%; H37Rv inhibition: -3%; VEEV TC-83 Vero: 3.4%; influenza NS1A: 5%

How did O=c1[nH]c2ccccc2nc1/C=C(\O)C(F)F do in these assays?
PhoP GFP inhibition: -8%; M. tuberculosis: 5%; H37Rv inhibition: -1%; VEEV TC-83 Vero: 0.9%; influenza NS1A: 0%; VEEV TC-83 Vero 10K pilot screen: 1.6

How did O=[N+]([O-])c1cc(S(=O)(=O)N2CCCCCC2)ccc1Cl do in these assays?
VEEV TC-83 Vero: 1.2%; influenza NS1A: 16%; VEEV TC-83 Vero 10K pilot screen: 5.3

How did COc1cc2c(cc1OC)CN(C(=S)Nc1ccc(Cl)cc1)CC2 do in these assays?
PhoP GFP inhibition: 11%; M. tuberculosis: -7%; H37Rv inhibition: -13%; VEEV TC-83 Vero: 7.0%; influenza NS1A: 4%

How did O=C(CSc1nc2ccccc2nc1SCC(=O)N1CCOCC1)N1CCOCC1 do in these assays?
PhoP GFP inhibition: -4%; M. tuberculosis: -7%; H37Rv inhibition: -1%; VEEV TC-83 Vero: 0.4%; influenza NS1A: -2%; VEEV TC-83 Vero 10K pilot screen: 1.3

What do the screens show for `O=[N+]([O-])c1ncn(Cc2ccccc2Cl)n1`?
PhoP GFP inhibition: 19%; M. tuberculosis: -20%; H37Rv inhibition: -5%; VEEV TC-83 Vero: inactive; influenza NS1A: -11%

What do the screens show for `COc1cc(OC)cc(C(=O)N[C@H](C(=O)OCC(=O)c2ccc(C)c([N+](=O)[O-])c2)C(C)C)c1`?
M. tuberculosis: 18%; H37Rv inhibition: 6%; VEEV TC-83 Vero: inactive; influenza NS1A: 8%

What do the screens show for `Nc1ccc2c(c1)C(=O)c1ccc(N)cc1-2`?
VEEV TC-83 Vero: 2.7%; influenza NS1A: 7%

How did C=CCOc1ccc(/C=C2\SC(N3CCCCC3)=NC2=O)cc1 do in these assays?
PhoP GFP inhibition: -2%; M. tuberculosis: 28%; H37Rv inhibition: 6%; VEEV TC-83 Vero: inactive; influenza NS1A: -3%

Results for COc1ccc(-c2cc(C(=O)NN)[nH]n2)cc1 ?
PhoP GFP inhibition: -9%; M. tuberculosis: -13%; H37Rv inhibition: -9%; VEEV TC-83 Vero: 0.1%; influenza NS1A: 13%

Results for CC1CC2C3CCC4=CC(=O)C=CC4(C)C3(F)C(O)CC2(C)C1(O)C(=O)CO (centres undefined) ?
PhoP GFP inhibition: 0%; M. tuberculosis: -10%; H37Rv inhibition: -4%; VEEV TC-83 Vero: 3.5%; influenza NS1A: -3%

How did COc1ccc(NC(=O)CN(c2ccccc2F)S(=O)(=O)c2ccc(C)cc2)c(OC)c1 do in these assays?
PhoP GFP inhibition: -6%; M. tuberculosis: 3%; H37Rv inhibition: 12%; VEEV TC-83 Vero: 0.4%; influenza NS1A: -2%

What do the screens show for `Cc1ccc(OCc2nnc(SCC(=O)Nc3ccc(N4CCOCC4)cc3)o2)cc1`?
PhoP GFP inhibition: -7%; M. tuberculosis: 1%; H37Rv inhibition: 4%; VEEV TC-83 Vero: 0.9%; influenza NS1A: -9%

Results for Cc1cccc(C)c1OCC(O)CN1CCN(c2ccccc2)CC1 (centres undefined) ?
PhoP GFP inhibition: 3%; M. tuberculosis: 20%; H37Rv inhibition: 9%; VEEV TC-83 Vero: 0.1%; influenza NS1A: -6%

How did O=c1ccc2cc3c([nH]c4ccc(Br)cc43)oc-2c1O do in these assays?
PhoP GFP inhibition: 24µM*; M. tuberculosis: -8%; H37Rv inhibition: 10%; VEEV TC-83 Vero: 8.9%; influenza NS1A: inconclusive

How did CC1(C(=O)OCC(=O)NC(=O)NCc2ccccc2)CC1(Cl)Cl (centres undefined) do in these assays?
PhoP GFP inhibition: -5%; M. tuberculosis: 25%; H37Rv inhibition: 0%; VEEV TC-83 Vero: 1.8%; influenza NS1A: -2%

What do the screens show for `CCOc1ccc(-c2nc(C#N)c(NCc3ccc4c(c3)OCO4)o2)cc1`?
PhoP GFP inhibition: -15%; H37Rv inhibition: -3%; VEEV TC-83 Vero: 0.3%; influenza NS1A: 20%

Results for Cc1cccc(C(=O)c2cnc3ccccc3c2-c2ccccc2)c1 ?
PhoP GFP inhibition: 2%; M. tuberculosis: 18%; H37Rv inhibition: -3%; VEEV TC-83 Vero: 5.2%; influenza NS1A: -18%

How did O=C(OCC(=O)N1CCN(c2ccccc2)CC1)c1cc(Cl)ccc1[N+](=O)[O-] do in these assays?
PhoP GFP inhibition: -14%; M. tuberculosis: 67%; H37Rv inhibition: inconclusive; VEEV TC-83 Vero: 0.3%; influenza NS1A: 2%

4 records drawn at random from those above:
What do the screens show for `Cc1ccc(OCc2nnc(SCC(=O)Nc3ccc(N4CCOCC4)cc3)o2)cc1`?
PhoP GFP inhibition: -7%; M. tuberculosis: 1%; H37Rv inhibition: 4%; VEEV TC-83 Vero: 0.9%; influenza NS1A: -9%

What do the screens show for `Nc1ccc2c(c1)C(=O)c1ccc(N)cc1-2`?
VEEV TC-83 Vero: 2.7%; influenza NS1A: 7%

How did O=C(CSc1nc2ccccc2nc1SCC(=O)N1CCOCC1)N1CCOCC1 do in these assays?
PhoP GFP inhibition: -4%; M. tuberculosis: -7%; H37Rv inhibition: -1%; VEEV TC-83 Vero: 0.4%; influenza NS1A: -2%; VEEV TC-83 Vero 10K pilot screen: 1.3

What do the screens show for `CCOc1ccc(-c2nc(C#N)c(NCc3ccc4c(c3)OCO4)o2)cc1`?
PhoP GFP inhibition: -15%; H37Rv inhibition: -3%; VEEV TC-83 Vero: 0.3%; influenza NS1A: 20%
